Assay outcomes deposited in PubChem by several laboratories.
FLuc act counter: firefly luciferase counter-screen for stimulation assays; 200,000 tested, under 10 active; ATPlite luciferase biochemical, luminescence, 10 min; 0 = ATP-free wells, 1 = DMSO control; P08659; activation factor at 10 µM;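 active = luciferase activation factor, scaled between plate controls, of at least 2 with compound at 10 µM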
Target sequence (P08659 whole entry, looked up): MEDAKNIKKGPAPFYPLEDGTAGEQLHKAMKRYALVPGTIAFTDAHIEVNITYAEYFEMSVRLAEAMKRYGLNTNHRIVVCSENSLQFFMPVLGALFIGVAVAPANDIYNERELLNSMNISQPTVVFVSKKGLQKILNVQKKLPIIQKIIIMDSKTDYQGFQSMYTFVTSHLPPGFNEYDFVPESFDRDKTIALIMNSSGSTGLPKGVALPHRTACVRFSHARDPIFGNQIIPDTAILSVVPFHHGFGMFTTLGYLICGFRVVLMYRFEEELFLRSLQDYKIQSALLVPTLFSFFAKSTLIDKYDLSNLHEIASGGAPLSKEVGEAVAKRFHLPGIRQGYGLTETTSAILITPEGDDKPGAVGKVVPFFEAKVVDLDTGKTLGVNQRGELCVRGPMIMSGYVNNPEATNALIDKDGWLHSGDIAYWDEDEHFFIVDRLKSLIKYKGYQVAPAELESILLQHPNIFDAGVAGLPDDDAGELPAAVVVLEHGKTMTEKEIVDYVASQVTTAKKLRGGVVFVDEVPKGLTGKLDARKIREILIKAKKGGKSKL
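Assay system: Luciferase/luciferin detection reagent, cell-free biochemical luciferase assay / Read-out: luciferase activation / Benchmarks: No-ATP low control, compound-free enzyme-plus-ATP high control / Medium: PBS buffer for ATP / Detection: luminescence measurement of luciferase light output / Schedule: 10 min at ambient temperature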
bIAP activator: increases bovine intestinal alkaline phosphatase activity; purified bovine IAP, CDP-star luminescence, 30 min; active compounds read high; fold of DMSO-control signal, blank-subtracted; activation factor at 20 µM; 200,000 tested, 0.17% active; AID 1016;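 active = activation factor of 2 or more at 20 µM, a signal rise over negative controls twice the positive control's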
APP 5UTR inh: APP translation inhibition. AID 1285. 190,000 tested, 0.82% active. inhibition, % at 2 µM. SH-SY5Y APP 5'UTR-luciferase reporter, luminescence;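 active = inhibition above a set limit, derived from the sample mean plus 3 SD, cut at about 45% in these data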; also: values of inactives mirror those of a sister screen read the other way
TNAP act hi DEA: activators of human TNAP at high phosphate acceptor concentration; AID 1136; 200,000 tested, under 10 active; purified TNAP, CDP-star luminescence, 1 M DEA, 30 min; active compounds read high; 0 = EDTA background, 1 = DMSO-only activity; activation factor at 20 µM; P05186;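 active = activation factor at least 2 at 20 µM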
Target sequence (P05186 whole entry, looked up): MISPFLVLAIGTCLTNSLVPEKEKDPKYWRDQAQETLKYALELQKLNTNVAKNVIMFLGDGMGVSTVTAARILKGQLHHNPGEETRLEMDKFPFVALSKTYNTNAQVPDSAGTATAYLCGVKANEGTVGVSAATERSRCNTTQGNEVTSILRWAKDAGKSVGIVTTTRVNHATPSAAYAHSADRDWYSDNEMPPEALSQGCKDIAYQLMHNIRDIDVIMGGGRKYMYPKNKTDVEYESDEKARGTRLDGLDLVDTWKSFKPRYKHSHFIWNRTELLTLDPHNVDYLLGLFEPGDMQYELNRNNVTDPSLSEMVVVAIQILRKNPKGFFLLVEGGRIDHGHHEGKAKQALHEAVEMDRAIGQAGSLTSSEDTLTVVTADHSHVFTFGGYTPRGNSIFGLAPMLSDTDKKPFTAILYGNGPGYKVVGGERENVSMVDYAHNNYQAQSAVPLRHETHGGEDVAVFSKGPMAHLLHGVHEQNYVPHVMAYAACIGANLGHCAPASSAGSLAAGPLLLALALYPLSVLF
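system = human TNAP | amount = enzyme diluted 1/800 final | reagent = 100 µM CDP-star substrate | signal = luminescent substrate turnover signal | dosing = one dose, 20 µM | benchmarks = EDTA negative control, DMSO positive control | measure = activation factor | timing = 30 min reaction, room temperature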
RAM network inh: blocks the yeast RAM network | AID 868 | inhibition, % at 50 µM | 190,000 tested, 1.8% active | S. cerevisiae dse1pr::URA3 reporter, 5-FOA growth OD615, 2 d; analog-sensitive cbk1-as2 kinase mutant strain;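 active = inhibition above a set limit, 3 SD over mean compound inhibition, cut at about 8.4% in these data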;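 also: 0% = DMSO-only wells with no growth and 100% = 10 µM 1-NA-PP1 full growth; inhibition rescues growth on 5-FOA so higher OD means more RAM inhibition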
bIAP inhibitor: blocks bovine intestinal alkaline phosphatase activity; purified bovine IAP, CDP-star luminescence, 30 min; inhibition, % at 20 µM; 190,000 tested, under 10 active;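 active = over 50% inhibition of intestinal alkaline phosphatase at 20 µM in the single-dose screen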
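Assay system – bovine IAP enzyme · Quantity – bovine IAP at 1/65,000,000 final dilution · Detection – CDP-star luminescence signal · Times – 30 min reaction at room temperature · Also added – CDP-star substrate at 30 µM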
TNAP inh noacc: inhibitors of human TNAP without phosphate acceptor; P05186; inhibition, % at 20 µM; purified TNAP, CDP-star luminescence, 30 min; 200,000 tested, 0.26% active;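 active = tissue-nonspecific alkaline phosphatase inhibition above about 50% at 20 µM in the single-dose screen, limit read from the data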;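 also: 0% = DMSO negative control and 100% = EDTA positive control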
TNAP inh hi DEA: inhibitors of human TNAP at high phosphate acceptor concentration; 200,000 tested, 0.03% active; purified TNAP, CDP-star luminescence, 1 M DEA; inhibition, % at 20 µM; P05186; AID 1135;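 active = over 50% inhibition of tissue-nonspecific alkaline phosphatase at 20 µM in the single-dose screen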;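 also: plate controls were DMSO wells for no effect and EDTA-quenched wells as full inhibition for full effect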
Lmaj promast: Leishmania major promastigote growth inhibition. Leishmania major promastigotes, resazurin fluorescence viability. inhibition, % at 10 µM. 200,000 tested, 9% active; in the data active = inhibition above about 50%;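 also: promastigotes grown with compound for 44 hours at 28 °C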
FLuc inhib CS: counter-screen for luciferase assay inhibitors: firefly luciferase inhibition. P08659. ATPLite firefly luciferase biochemical luminescence, 10 min. inhibition, % at 10 µM. 200,000 tested, 1.5% active. AID 1006;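 active = inhibition above about 50% when tested at 10 µM, limit read from the data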
An asterisk follows results filed as active; / = not tested or not shown; & = joins results of further samples.

Values in the order – FLuc act counter, bIAP activator, APP 5UTR inh, TNAP act hi DEA, RAM network inh, bIAP inhibitor, TNAP inh noacc, TNAP inh hi DEA, Lmaj promast, FLuc inhib CS
1) COCC(=O)Nc1ccc(S(=O)(=O)Nc2ccccn2)cc1
    1, 1, -2.5, 1.1, -0.1, 1.9, -13.5, -6.2, -2.6, -3.7
2) O=C(Nc1nc2ccccc2c2nc3ccccc3n12)c1ccc(F)cc1
    1, 0.9, 26.4, 1, 1.7, 9.4, -13.7, -1.8, 6.5, -4.6
3) O=C(c1cc(-c2ccccn2)nc2ccccc12)N1CCN(c2ncccn2)CC1
    0.8, 1.1, 3.3, 0.9, 1.1, -11.9, 3.7, 5.3, 0.2, 19.3
4) COc1ccccc1/C=N/NC(=S)Nc1cccnc1
    0.9, 1, -18.8, 1, 0.8, 2.7, -23.7, -1.0, -7.4, 11.3
5) O=C(NCc1ccccn1)C1CN(S(=O)(=O)c2ccccc2)CCN1S(=O)(=O)c1ccccc1 (stereo not given)
    1.1, 1, 1.2, 1.1, 3.0, -3.8, -6.7, -6.7, -5.2, -8.7
6) CCN(C(=O)COC(=O)c1cc(-c2cccs2)nc2ccccc12)C1CCS(=O)(=O)C1 (stereo not given)
    1.1, 1.2, 12.7, 1, 0.4, -15.4, -2.1, -3.8, -2.6, -9.9
7) FC(F)Sc1ccc(-n2c(-c3ccc(Cl)cc3)c[n+]3c2CCC3)cc1
    1.1, 1, 2.3, 1, 0.9, -2.1, -6.5, -4.3, 25.4, -5.8
8) COc1ccc(-c2cc(C(F)F)n3ncc(C(=O)N4CCCc5ccccc54)c3n2)cc1
    1, 1, -15.4, 1, 3.2, -1.3, -3.5, -1.0, 0.8, -3.9
9) NC(=O)CSc1nnc(-c2ccc(S(=O)(=O)N3CCCC3)cc2)n1CC1CCCO1 (stereo not given)
    1, 1, -0.4, 1, 1.8, -3.9, -7.9, -2.1, -0.6, -2.0
10) Cc1ccccc1-n1sc2cc(F)ccc2c1=O
    0.7, 1.1, 33.2, 1, 6.8, -5.6, -7.4, -3.1, 80.0*, 33.6
11) CCS(=O)(=O)N1CCN(c2ccc(C(=O)NC34CC5CC(CC(C5)C3)C4)cc2[N+](=O)[O-])CC1
    1, 0.8, 25.7, 1, 3.0, 22.4, -4.2, -1.4, 24.9, -3.6
12) O=S1(=O)N=C(Nc2ccc(O)cc2)c2ccccc21
    1, 0.9, -26.6, 1, 0.4, 13.9, -10.4, -3.3, 0.9, -1.0
13) O=C(O)c1nc(-c2ccccc2)n(-c2ccccc2)n1
    1, 1.1, -0.7, 1, 1.9, -8.9, -6.1, 3.4, -5.3, 3.0
14) CC1=C(C(=O)OCCNC(=O)c2ccccc2O)C(c2ccccc2[N+](=O)[O-])C(C(=O)OCC2CCCO2)=C(C)N1 (stereo not given)
    1, 0.9, 6.4, 1.1, 7.8, 10.9, -5.9, -7.1, 92.9*, -4.6
15) O=S(=O)(c1ccc(Br)s1)N1CCN(Cc2ccc3c(c2)OCO3)CC1
    1, 0.6, 0.4, 1, 0.7, 36.7, -1.5, 2.0, 32.1, 0.6
16) COc1ccccc1N1CCN(C(=O)c2cc3c(=O)n(C)c4ccccc4c3n2C)CC1
    1.1, 1.3, -2.5, 1.1, 0.3, -25.8, -9.9, -5.5, 15.9, -8.0
17) Cc1ncc([N+](=O)[O-])n1CC(C)O (stereo not given)
    1&1, 0.9&1, 4.4, 1.1&1, 1.3, 12.5&-4.4, -11.9&-7.3, -6.6&0.1, -5.8, -1.1&0.1
18) COCCCNc1ncnc2c1cnn2-c1ccc(C)cc1C
    1.1, 0.9, -10.7, 1.1, -0.2, 7.6, -8.5, -6.3, 6.7, -5.0
19) COc1ccc(Cl)cc1NC(=O)CN(C)C1CCCCC1
    1, 0.3, -16.6, 1.1, 1.0, /, -10.2, -6.4, 1.5, -2.5
20) O=C(NCCCN1CCCC1=O)c1cc(=O)c2ccccc2o1
    1, 1.1, -2.0, 1, 2.4, -7.7, -9.6, -3.2, -4.4, -1.8
21) Cc1cc(=O)oc(C)c1C(=O)NCCN(C)Cc1ccccc1
    1.1, 1, -11.2, 1, 0.8, 2.1, -6.1, 0.1, 9.4, -5.6
22) CCOc1cccc(C(=O)Nc2nccs2)c1
    0.7, 1, -25.8, 1, -0.9, -1.4, -8.1, -0.3, 1.7, 28.1
23) Cc1c(C(=O)c2ccc(Cl)cc2[N+](=O)[O-])c2ccccn2c1CCC#N
    1, 0.7, -14.0, 1, 1.4, 27.3, -1.7, 0.7, -4.0, 1.9
24) Cc1c(Cl)cccc1NC(=O)CSc1ccc(-c2cccnc2)nn1
    1.1, 0.9, -3.5, 1, 1.3, 12.2, -4.8, -1.3, 10.9, -5.3
25) O=C(O)CCCCCNC(=O)/C=C/c1ccco1
    1, 1, -1.6, 1, 0.9, 2.2, -5.0, -0.3, -6.1, -3.8
26) CN1CCN(C(=S)Nc2ccc(Cl)cc2)CC1
    1, 1, -16.1, 1, 0.4, 2.6, -13.3, -3.4, -0.8, 4.2
27) COc1ccccc1C(=O)NNC(=O)C(=O)NC(C)C
    1, 1.2, -19.4, 1, 0.5, -17.6, -1.6, 1.8, -9.7, -2.8
28) COc1cccc(/C=C/C(=O)Nc2cccc(C(C)=O)c2)c1OC
    0.3, 1, -70.2, 1, 3.0, 4.7, -4.5, -0.7, 11.1, 67.5*
29) Cc1cc(N2CCN(c3ccccc3)CC2)nc(N)n1
    1.1, 0.8, 10.5, 1.1, 2.7, 16.4, -14.7, -6.2, 0.9, -5.2
30) Cc1cccc(OCc2nnc(N)s2)c1C
    1, 0.9, 6.2, 1.1, 2.3, 13.0, -11.2, -7.1, -3.9, -3.6

Four structures out of the list, arranged by molar mass, smallest number first:
Values in the order – FLuc act counter, bIAP activator, APP 5UTR inh, TNAP act hi DEA, RAM network inh, bIAP inhibitor, TNAP inh noacc, TNAP inh hi DEA, Lmaj promast, FLuc inhib CS
17) Cc1ncc([N+](=O)[O-])n1CC(C)O (stereo not given)
    1&1, 0.9&1, 4.4, 1.1&1, 1.3, 12.5&-4.4, -11.9&-7.3, -6.6&0.1, -5.8, -1.1&0.1
12) O=S1(=O)N=C(Nc2ccc(O)cc2)c2ccccc21
    1, 0.9, -26.6, 1, 0.4, 13.9, -10.4, -3.3, 0.9, -1.0
16) COc1ccccc1N1CCN(C(=O)c2cc3c(=O)n(C)c4ccccc4c3n2C)CC1
    1.1, 1.3, -2.5, 1.1, 0.3, -25.8, -9.9, -5.5, 15.9, -8.0
6) CCN(C(=O)COC(=O)c1cc(-c2cccs2)nc2ccccc12)C1CCS(=O)(=O)C1 (stereo not given)
    1.1, 1.2, 12.7, 1, 0.4, -15.4, -2.1, -3.8, -2.6, -9.9

Some of the entries above, set out differently:
20: O=C(NCCCN1CCCC1=O)c1cc(=O)c2ccccc2o1
  FLuc act counter: 1
  bIAP activator: 1.1
  APP 5UTR inh: -2.0
  TNAP act hi DEA: 1
  RAM network inh: 2.4
  bIAP inhibitor: -7.7
  TNAP inh noacc: -9.6
  TNAP inh hi DEA: -3.2
  Lmaj promast: -4.4
  FLuc inhib CS: -1.8
21: Cc1cc(=O)oc(C)c1C(=O)NCCN(C)Cc1ccccc1
  FLuc act counter: 1.1
  bIAP activator: 1
  APP 5UTR inh: -11.2
  TNAP act hi DEA: 1
  RAM network inh: 0.8
  bIAP inhibitor: 2.1
  TNAP inh noacc: -6.1
  TNAP inh hi DEA: 0.1
  Lmaj promast: 9.4
  FLuc inhib CS: -5.6
22: CCOc1cccc(C(=O)Nc2nccs2)c1
  FLuc act counter: 0.7
  bIAP activator: 1
  APP 5UTR inh: -25.8
  TNAP act hi DEA: 1
  RAM network inh: -0.9
  bIAP inhibitor: -1.4
  TNAP inh noacc: -8.1
  TNAP inh hi DEA: -0.3
  Lmaj promast: 1.7
  FLuc inhib CS: 28.1

Sorted by value in TNAP inh noacc (falling): 3 from the list above
nr	smiles	TNAP inh noacc
25	O=C(O)CCCCCNC(=O)/C=C/c1ccco1	-5.0
10	Cc1ccccc1-n1sc2cc(F)ccc2c1=O	-7.4
16	COc1ccccc1N1CCN(C(=O)c2cc3c(=O)n(C)c4ccccc4c3n2C)CC1	-9.9

Next records.
Values in the order – FLuc act counter, bIAP activator, APP 5UTR inh, TNAP act hi DEA, RAM network inh, bIAP inhibitor, TNAP inh noacc, TNAP inh hi DEA, Lmaj promast, FLuc inhib CS
31) CCOC(=O)c1c(O)c2ccccc2n(CC)c1=O
    1.1, 1, -0.3, 1.1, 0.0, -2.8, -12.5, -5.5, -10.9, -6.6
32) CCCCCCC(=O)NNC(=O)c1c(O)c2ccccc2n(CCC)c1=O
    1, 1.1, -7.4, 1.1, 6.5, -11.6, -12.6, -8.1, -7.6, 3.9
33) Nn1cnnc1N/N=C/c1cc([N+](=O)[O-])c(Cl)cc1Cl
    1, 0.9, /, 1, 2.5, 10.7, -15.3, -4.5, 64.3*, 0.4
34) Cc1ccc(NN=Nc2nc3c([nH]2)c(=O)n(C)c(=O)n3C)cc1
    1, 0.2, 3.1, 1, 2.4, /, -82.1, 4.0, -6.1, 1.8
35) CCN(CC)S(=O)(=O)c1ccc(Cl)c(C(=O)NC)c1
    1, 1, 6.4, 1, 1.3, -4.8, -12.0, -3.1, -0.2, -4.3
36) COc1ccc(C(=O)NCc2ccccn2)cc1
    1, 1, -7.8, 1, 0.5, 3.5, -6.8, 2.0, -6.2, -4.6
37) CCOC(=O)C1CCN(c2c(NCc3ccc(C(=O)NC(C)CC)cc3)c(=O)c2=O)CC1 (stereo not given)
    1.1, 1, -22.4, 1.1, 0.1, 0.5, -17.0, -9.6, -5.8, -5.2
38) CCOC(=O)c1c(C)[nH]c(C(=O)OCC(=O)Nc2cc(C)c(Cl)cc2OC)c1C
    1.1, 0.8, /, 1.1, 0.7, 21.2, -14.5, -10.9, -1.4, -7.8
39) CC(/C=N/NC(=O)c1cc(-c2cccnc2)nc2c1c(C)nn2-c1ccccc1)=C\c1ccccc1
    1, 1, 0.8, 1, 6.8, -1.4, -10.3, 1.9, 56.9*, -3.2
40) CCOC(=O)Cn1nc(C)c(NC(=O)COc2ccc([N+](=O)[O-])c(C)c2)c1C
    1.1, 1, -12.4, 1.1, 0.9, -3.6, -6.9, -5.3, 0.6, -6.7
41) Cc1cc(C)c(NC(=O)CN)c(C)c1
    1.1, 1.1, -3.0, 1, 2.3, -15.0, -10.2, -1.2, -0.6, -6.0
42) CCN(CC)CCSc1nnc(Nc2ccccc2)n1-c1ccccc1
    1.1, 1, 1.9, 1.1, -0.9, 0.1, -2.8, -8.2, -1.4, -5.1
43) CCC(C)Nc1nc(Cl)nc(NCCOc2ccccc2)n1 (stereo not given)
    1, 1, -5.3, 1, 1.6, 3.5, -21.0, 1.3, 79.7*, -2.7
44) CCN(CC)S(=O)(=O)c1ccc2oc(C(=O)NCc3ccc(F)cc3)c(C)c2c1
    1.1, 1, -3.7, 1.1, 8.0, 0.4, -14.5, -7.9, 22.2, -6.4
45) CCOc1ccc(OCC)c(NC(=O)C2CCN(S(=O)(=O)c3cccc4nonc34)CC2)c1
    1, 1, -5.4, 1, 5.9, 2.3, -5.1, -1.1, 5.8, -2.8
46) Cn1c(CN2CCOCC2)nc2cc(NC(=O)c3ccc(Cl)cc3)ccc21
    1, 1.1, -6.1, 1.1, 1.6, -8.8, 1.6, -8.1, 1.8, -3.2
